# NSD2 block: NSD2 (human) methyltransferase inhibition | inhibition, % at 12.5 µM | 44,000 compounds, 0.07% hits | O96028 | NSD2-SET H3K36me1 DELFIA fluorescence, biochemical; in the data active = inhibition above about 54%, passing the limit was not always enough;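 note: inhibitors reduce the monomethyl H3K36 fluorescence signal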
# Target sequence (O96028 whole entry, looked up): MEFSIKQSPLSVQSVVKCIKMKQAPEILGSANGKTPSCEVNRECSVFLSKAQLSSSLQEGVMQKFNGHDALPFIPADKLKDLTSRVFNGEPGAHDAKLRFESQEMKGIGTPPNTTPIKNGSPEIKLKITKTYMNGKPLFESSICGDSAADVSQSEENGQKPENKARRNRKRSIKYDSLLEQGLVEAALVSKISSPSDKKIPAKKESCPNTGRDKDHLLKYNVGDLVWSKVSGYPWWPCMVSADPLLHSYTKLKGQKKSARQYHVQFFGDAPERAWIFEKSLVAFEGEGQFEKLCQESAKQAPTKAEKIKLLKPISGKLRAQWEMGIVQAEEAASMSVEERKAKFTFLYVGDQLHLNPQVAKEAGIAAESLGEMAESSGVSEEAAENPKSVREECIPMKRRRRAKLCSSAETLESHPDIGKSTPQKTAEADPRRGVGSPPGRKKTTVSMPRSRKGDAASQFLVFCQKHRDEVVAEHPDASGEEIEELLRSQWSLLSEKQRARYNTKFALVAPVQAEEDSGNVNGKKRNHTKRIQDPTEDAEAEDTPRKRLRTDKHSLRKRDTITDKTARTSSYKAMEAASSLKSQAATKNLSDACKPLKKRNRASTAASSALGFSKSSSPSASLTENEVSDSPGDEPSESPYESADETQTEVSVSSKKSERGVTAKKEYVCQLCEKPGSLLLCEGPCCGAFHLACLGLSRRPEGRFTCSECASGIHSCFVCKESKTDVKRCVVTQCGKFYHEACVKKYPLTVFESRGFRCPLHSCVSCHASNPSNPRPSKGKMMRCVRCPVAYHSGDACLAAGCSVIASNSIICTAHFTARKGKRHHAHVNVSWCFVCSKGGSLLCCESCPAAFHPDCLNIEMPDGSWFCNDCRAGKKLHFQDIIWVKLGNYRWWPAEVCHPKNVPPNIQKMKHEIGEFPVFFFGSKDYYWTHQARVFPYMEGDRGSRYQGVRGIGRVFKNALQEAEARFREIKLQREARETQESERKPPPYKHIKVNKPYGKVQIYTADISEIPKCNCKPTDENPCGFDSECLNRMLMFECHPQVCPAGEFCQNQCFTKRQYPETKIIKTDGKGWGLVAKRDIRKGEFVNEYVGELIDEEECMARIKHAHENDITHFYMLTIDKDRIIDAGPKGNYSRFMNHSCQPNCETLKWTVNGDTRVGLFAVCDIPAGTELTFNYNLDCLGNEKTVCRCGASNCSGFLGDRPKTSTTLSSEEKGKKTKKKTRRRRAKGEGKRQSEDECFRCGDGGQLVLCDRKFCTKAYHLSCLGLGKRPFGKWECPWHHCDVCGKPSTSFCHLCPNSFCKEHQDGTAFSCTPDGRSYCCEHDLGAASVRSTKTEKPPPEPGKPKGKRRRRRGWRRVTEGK
# Numbers without * were called inactive. A portion of the library; count on the stated rates, not on these rows.
SMILES,NSD2 block
CNC[C@@H]1Oc2cc(C#CCC3CCCC3)ccc2S(=O)(=O)N([C@@H](C)CO)C[C@@H]1C,6
COc1ccc(S(=O)(=O)N(C)C[C@H]2OCCCC[C@H](C)Oc3ccc(NC(=O)NC(C)C)cc3C(=O)N([C@H](C)CO)C[C@H]2C)cc1,-2
COc1ccc(S(=O)(=O)Nc2ccc3c(c2)C(=O)N([C@H](C)CO)C[C@H](C)[C@H](CN(C)Cc2ccc4c(c2)OCO4)OCCCC[C@@H](C)O3)cc1,-1
C[C@H]1CN([C@@H](C)CO)C(=O)c2cc(-c3ccncc3)cnc2O[C@H]1CN(C)C(=O)C1CCOCC1,3
C[C@H](CO)N1C[C@H](C)[C@H](CN(C)CC2CCCCC2)OCCCC[C@H](C)Oc2ccc(NC(=O)CCCN(C)C)cc2C1=O,0
Cc1noc(C)c1NC(=O)Nc1cccc2c1O[C@@H](CN(C)Cc1ccc(C(=O)Nc3ccccc3N)cc1)[C@H](C)CN([C@@H](C)CO)C2=O,3
CC(C)NC(=O)Nc1ccc2c(c1)CC(=O)N([C@@H](C)CO)C[C@@H](C)[C@H](CN(C)C(=O)NC1CCCCC1)O2,-1
CC(C)NC(=O)N(C)C[C@@H]1Oc2c(NS(C)(=O)=O)cccc2C(=O)N([C@@H](C)CO)C[C@H]1C,0
Cc1ccc(S(=O)(=O)N(C)C[C@@H]2Oc3ncc(-c4ccccc4)cc3C(=O)N([C@@H](C)CO)C[C@@H]2C)cc1,6
C[C@@H]1CN([C@@H](C)CO)C(=O)Cc2cc(NS(=O)(=O)c3cccs3)ccc2O[C@@H]1CN(C)S(=O)(=O)c1ccccc1,5
COc1cccc(NC(=O)N(C)C[C@@H]2Oc3cc(C#CC4(O)CCCC4)ccc3S(=O)(=O)N([C@H](C)CO)C[C@H]2C)c1,-2
CNC[C@H]1Oc2cc(C#C[C@H](C)O)ccc2S(=O)(=O)N([C@H](C)CO)C[C@@H]1C,2
C[C@@H]1CN([C@@H](C)CO)C(=O)Cc2cc(NC(=O)C3CCCCC3)ccc2O[C@@H]1CN(C)S(=O)(=O)c1ccc(Cl)cc1,-2
C[C@H](CO)N1C[C@H](C)[C@H](CN(C)CC2CC2)Oc2ccc(NS(C)(=O)=O)cc2C1=O,5
C[C@@H]1C=C(C(=O)Nc2ccccc2)O[C@H](OCCCCO)C1,2
COCC(=O)N(C)C[C@@H]1Oc2ncc(C3=CCCCC3)cc2C(=O)N([C@H](C)CO)C[C@@H]1C,3
Cc1ccc(S(=O)(=O)Nc2ccc3c(c2)CC(=O)N([C@@H](C)CO)C[C@H](C)[C@H](CN(C)C(=O)Nc2c(C)noc2C)O3)cc1,6
Cc1noc(C)c1NC(=O)Nc1ccc2c(c1)C(=O)N([C@H](C)CO)C[C@H](C)[C@H](CN(C)C(=O)Nc1ccc(C(F)(F)F)cc1)O2,-2
Cc1cc(C(=O)Nc2cccc3c2O[C@H](CN(C)S(=O)(=O)c2cn(C)cn2)[C@H](C)CN([C@@H](C)CO)C3=O)n(C)n1,5
C[C@H]1CN([C@@H](C)CO)C(=O)c2cc(NC(=O)Nc3ccc4c(c3)OCO4)ccc2O[C@H]1CN(C)S(C)(=O)=O,0
C[C@@H]1CN([C@H](C)CO)C(=O)Cc2cc(NS(=O)(=O)c3ccc(F)cc3)ccc2O[C@@H]1CN(C)Cc1ccc(C(=O)Nc2ccccc2N)cc1,-8
C[C@@H]1CN([C@@H](C)CO)C(=O)c2cc(NC(=O)CCCN(C)C)ccc2O[C@@H]1CN(C)Cc1ccc(C(F)(F)F)cc1,-1
C[C@H]1CN([C@@H](C)CO)C(=O)c2cccc(NC(=O)Nc3ccc(C(F)(F)F)cc3)c2O[C@H]1CN(C)S(=O)(=O)c1cn(C)cn1,-4
C[C@@H]1CN([C@@H](C)CO)C(=O)Cc2cc(NC(=O)Nc3ccccc3)ccc2O[C@H]1CN(C)C,7
COc1ccc(CN(C)C[C@H]2Oc3c(NS(C)(=O)=O)cccc3C(=O)N([C@@H](C)CO)C[C@H]2C)cc1,-5
COc1ccc(-c2cnc3c(c2)C(=O)N([C@@H](C)CO)C[C@H](C)[C@@H](CN(C)Cc2ccc(C(=O)O)cc2)O3)cc1,14
C[C@H]1CN([C@@H](C)CO)C(=O)c2cccc(NS(=O)(=O)c3ccccc3)c2O[C@@H]1CN(C)C(=O)Nc1ccccc1,3
C[C@H]1CN([C@@H](C)CO)C(=O)c2cccc(NS(C)(=O)=O)c2O[C@H]1CN(C)C(=O)Nc1ccccc1,8
C[C@H]1CN([C@@H](C)CO)C(=O)c2cccc(NC(=O)Nc3ccc(C(F)(F)F)cc3)c2O[C@@H]1CN(C)C(=O)Nc1cccc2ccccc12,-7
C[C@@H]1CN([C@@H](C)CO)C(=O)c2cc(C#CCN(C)C)cnc2O[C@@H]1CN(C)C(=O)c1ccc2c(c1)OCO2,1

# Looked up above.
# COc1ccc(CN(C)C[C@H]2Oc3c(NS(C)(=O)=O)cccc3C(=O)N([C@@H](C)CO)C[C@H]2C)cc1 in NSD2 block: -5
# C[C@@H]1CN([C@@H](C)CO)C(=O)c2cc(C#CCN(C)C)cnc2O[C@@H]1CN(C)C(=O)c1ccc2c(c1)OCO2 in NSD2 block: 1
# C[C@@H]1CN([C@H](C)CO)C(=O)Cc2cc(NS(=O)(=O)c3ccc(F)cc3)ccc2O[C@@H]1CN(C)Cc1ccc(C(=O)Nc2ccccc2N)cc1 in NSD2 block: -8
# C[C@H]1CN([C@@H](C)CO)C(=O)c2cccc(NC(=O)Nc3ccc(C(F)(F)F)cc3)c2O[C@H]1CN(C)S(=O)(=O)c1cn(C)cn1 in NSD2 block: -4
# COc1ccc(-c2cnc3c(c2)C(=O)N([C@@H](C)CO)C[C@H](C)[C@@H](CN(C)Cc2ccc(C(=O)O)cc2)O3)cc1 in NSD2 block: 14
# C[C@H]1CN([C@@H](C)CO)C(=O)c2cccc(NS(=O)(=O)c3ccccc3)c2O[C@@H]1CN(C)C(=O)Nc1ccccc1 in NSD2 block: 3
# C[C@@H]1CN([C@@H](C)CO)C(=O)Cc2cc(NC(=O)Nc3ccccc3)ccc2O[C@H]1CN(C)C in NSD2 block: 7

# Continued:
SMILES,NSD2 block
COc1cccc(-c2cc(C(F)(F)F)nc(-n3cccn3)n2)c1,6
COc1ccc(S(=O)(=O)N(C)C[C@@H]2Oc3ccc(NC(=O)NC4CCCCC4)cc3C(=O)N([C@@H](C)CO)C[C@@H]2C)cc1,-6
COc1cccc(-c2cnc3c(c2)C(=O)N([C@@H](C)CO)C[C@H](C)[C@@H](CN(C)Cc2ccc(F)cc2)O3)c1,1
CC(C)NC(=O)N(C)C[C@@H]1Oc2c(NC(=O)Nc3ccc4c(c3)OCO4)cccc2C(=O)N([C@H](C)CO)C[C@H]1C,-2
C[C@@H]1CCCCO[C@@H](CN(C)Cc2ccncc2)[C@H](C)CN([C@@H](C)CO)C(=O)c2cc(NC(=O)NC3CCCCC3)ccc2O1,0
C[C@H](O)C#Cc1ccc2c(c1)O[C@@H](CN(C)C)[C@@H](C)CN([C@H](C)CO)S2(=O)=O,5
COc1ccc(S(=O)(=O)N(C)C[C@H]2Oc3c(NC(=O)CCCCCC(=O)Nc4ccccc4N)cccc3C(=O)N([C@@H](C)CO)C[C@H]2C)cc1,-4
Cc1noc(C)c1NC(=O)Nc1ccc2c(c1)C(=O)N([C@@H](C)CO)C[C@H](C)[C@@H](CN(C)C(=O)C1CCCCC1)OCCCC[C@@H](C)O2,-1
C[C@@H]1CCCCO[C@H](CN(C)S(=O)(=O)c2ccc(Cl)cc2)[C@@H](C)CN([C@@H](C)CO)C(=O)c2cc(NS(C)(=O)=O)ccc2O1,9
C[C@H](NC(=O)C[C@H]1CC[C@H](NC(=O)c2cccnc2)[C@@H](CO)O1)c1ccccc1,-8
C[C@@H]1CN([C@H](C)CO)C(=O)c2cc(NC(=O)Cc3ccccc3)ccc2O[C@H]1CN(C)Cc1ccc(C(=O)Nc2ccccc2N)cc1,-1
COc1ccc2cc(C(=O)Nc3ccc(O)cc3)sc(=O)c2c1OC,1
C[C@@H]1CN([C@@H](C)CO)C(=O)c2cc(-c3ccncc3)cnc2O[C@@H]1CN(C)C(=O)C1CCOCC1,-3
CCCC#Cc1ccc2c(c1)O[C@H](CN(C)Cc1cccnc1)[C@H](C)CN([C@H](C)CO)S2(=O)=O,-1
COc1ccc(NC(=O)N(C)C[C@H]2Oc3ccc(N(C)C)cc3C(=O)N([C@@H](C)CO)C[C@H]2C)cc1,0
CC(=O)N(C)C[C@@H]1Oc2ncc(C#CC3(O)CCCC3)cc2C(=O)N([C@@H](C)CO)C[C@H]1C,2
C[C@@H]1CCCCO[C@H](CN(C)Cc2ccc(C(=O)O)cc2)[C@@H](C)CN([C@H](C)CO)C(=O)c2cc(NC(=O)Nc3ccccc3)ccc2O1,9
C[C@@H]1CN([C@H](C)CO)S(=O)(=O)c2ccc(-c3cncnc3)cc2O[C@@H]1CN(C)C(=O)C1CC1,4
C[C@@H]1CN([C@@H](C)CO)S(=O)(=O)c2ccc(-c3ccc(C(=O)N(C)C)cc3)cc2O[C@@H]1CN(C)Cc1ccc2c(c1)OCO2,8
C[C@H]1CN([C@@H](C)CO)C(=O)c2ccccc2-c2ccccc2CO[C@@H]1CN(C)S(=O)(=O)c1cccs1,-2
CC(C)NC(=O)N(C)C[C@@H]1Oc2ccc(NC(=O)C3CCCCC3)cc2C(=O)N([C@@H](C)CO)C[C@H]1C,-3
CNC[C@H]1OCCCC[C@@H](C)Oc2ccc(NS(=O)(=O)c3ccc(OC)cc3)cc2C(=O)N([C@H](C)CO)C[C@H]1C,1
CC(=O)N(C)C[C@@H]1Oc2cc(C#CC3(O)CCCC3)ccc2S(=O)(=O)N([C@@H](C)CO)C[C@@H]1C,-10
C[C@H]1CN([C@@H](C)CO)C(=O)Cc2cc(NC(=O)Nc3ccc4c(c3)OCO4)ccc2O[C@@H]1CN(C)Cc1ccc(-c2ccccc2)cc1,-2
COc1ccc(NC(=O)Nc2ccc3c(c2)CC(=O)N([C@@H](C)CO)C[C@@H](C)[C@H](CN(C)Cc2ccc(C(=O)O)cc2)O3)cc1,-6
C[C@H]1CN([C@@H](C)CO)S(=O)(=O)c2ccc(C#CCN(C)C)cc2O[C@H]1CN(C)S(=O)(=O)c1cccc(F)c1,6
C[C@@H]1CN([C@@H](C)CO)C(=O)c2cccc(NS(=O)(=O)c3ccccc3)c2O[C@@H]1CN(C)CC1CC1,-2
Cc1noc(C)c1NC(=O)N(C)C[C@@H]1Oc2ccc(NC(=O)Nc3ccc(C(F)(F)F)cc3)cc2CC(=O)N([C@H](C)CO)C[C@H]1C,6
C[C@@H]1CN([C@H](C)CO)S(=O)(=O)c2ccc(/C=C/c3ccccc3)cc2O[C@@H]1CN(C)C(=O)Nc1cc(F)ccc1F,-5
C[C@H](CO)N1C[C@H](C)[C@H](CN(C)CC2CC2)Oc2ccc(NC(=O)c3ccncc3)cc2CC1=O,-3

# 3 records picked at random from those above:
SMILES,NSD2 block
CNC[C@H]1OCCCC[C@@H](C)Oc2ccc(NS(=O)(=O)c3ccc(OC)cc3)cc2C(=O)N([C@H](C)CO)C[C@H]1C,1
C[C@@H]1CN([C@H](C)CO)S(=O)(=O)c2ccc(/C=C/c3ccccc3)cc2O[C@@H]1CN(C)C(=O)Nc1cc(F)ccc1F,-5
CC(=O)N(C)C[C@@H]1Oc2ncc(C#CC3(O)CCCC3)cc2C(=O)N([C@@H](C)CO)C[C@H]1C,2

# (listing goes on)
SMILES,NSD2 block
C/C(=C/C(=O)O)CCC1C(C)CCC2C(C)(C=O)C(O)CCC12C (stereo unspecified),1
C[C@@H]1CN([C@H](C)CO)C(=O)c2cc(NS(=O)(=O)c3ccccc3)ccc2O[C@H]1CN(C)C(=O)Nc1ccc2c(c1)OCO2,0
COc1cccc(S(=O)(=O)N[C@@H]2CC[C@@H](CC(=O)NC3CCC3)O[C@H]2CO)c1,15
C[C@H](CO)N1C[C@H](C)[C@H](CN(C)C(=O)NC2CCCCC2)Oc2ccc(NC(=O)NC3CCCCC3)cc2C1=O,0
O=C(Nc1ccc2c(c1)[C@@H]1C[C@H](CC(=O)N3CCOCC3)O[C@@H](CO)[C@@H]1O2)NC1CCCC1,-1
C[C@@H]1CN([C@H](C)CO)C(=O)Cc2cc(NC(=O)Nc3cccc4ccccc34)ccc2O[C@@H]1CN(C)S(=O)(=O)c1ccc(F)cc1,3
C[C@H]1CN([C@@H](C)CO)S(=O)(=O)c2ccc(/C=C/c3ccccc3)cc2O[C@H]1CN(C)Cc1ccc(C(=O)O)cc1,1
C[C@H]1CN([C@@H](C)CO)C(=O)c2cc(NC(=O)Nc3ccc4c(c3)OCO4)ccc2O[C@@H]1CN(C)Cc1ccc(C(F)(F)F)cc1,-1
Cc1noc(C)c1S(=O)(=O)N(C)C[C@H]1Oc2c(NC(=O)c3ccc(-c4nccs4)cc3)cccc2C(=O)N([C@@H](C)CO)C[C@H]1C,-2
C[C@@H]1CN([C@@H](C)CO)C(=O)c2cc(NC(=O)Nc3ccccc3)ccc2O[C@@H](C)CCCCO[C@@H]1CN(C)C(=O)NC1CCCCC1,-3
COc1cc2occc2c(O[C@@H]2O[C@H](CO)[C@@H](O)[C@H](O)[C@H]2O)c1CCC(=O)O,13
C[C@H](CO)N1C[C@H](C)[C@H](CN(C)S(=O)(=O)c2ccccc2)Oc2ccc(NC(=O)NC3CCCCC3)cc2C1=O,2
CC(=O)N(C)C[C@H]1Oc2ncc(C#CCC3CCCC3)cc2C(=O)N([C@@H](C)CO)C[C@@H]1C,-5
COCC#Cc1cnc2c(c1)C(=O)N([C@H](C)CO)C[C@H](C)[C@@H](CN(C)S(C)(=O)=O)O2,4
O=C(NO)c1cccc(C(=O)N/N=C/c2cn(Cc3ccccc3)c3ccccc23)c1,-11
CN1CCN(C(=O)C[C@H]2C[C@H]3c4cc(NC(=O)NC5CCCC5)ccc4O[C@H]3[C@H](CO)O2)CC1,0
Cc1noc(C)c1S(=O)(=O)Nc1cccc2c1O[C@H](CN(C)Cc1ccc(Cl)c(Cl)c1)[C@H](C)CN([C@@H](C)CO)C2=O,-2
CC1CCCC2=CC(OC2=O)C(C)(C)CCC1=O (stereo unspecified),7

# Arranged by the number under NSD2 block (low to high): some entries from above.
SMILES,NSD2 block
O=C(Nc1ccc2c(c1)[C@@H]1C[C@H](CC(=O)N3CCOCC3)O[C@@H](CO)[C@@H]1O2)NC1CCCC1,-1
C[C@@H]1CN([C@H](C)CO)C(=O)c2cc(NS(=O)(=O)c3ccccc3)ccc2O[C@H]1CN(C)C(=O)Nc1ccc2c(c1)OCO2,0
COc1cccc(S(=O)(=O)N[C@@H]2CC[C@@H](CC(=O)NC3CCC3)O[C@H]2CO)c1,15
